MBD2 DNA inh – MBD2-methylated oligo binding inhibition; 370,000 compounds, 0.31% hits; Q9UBB5; inhibition, % at 4.4 µM; AID 686964; TR-FRET, MBD2 binding to methylated oligonucleotide; in the data active = inhibition above about 13%
Target sequence (Q9UBB5 whole entry, looked up): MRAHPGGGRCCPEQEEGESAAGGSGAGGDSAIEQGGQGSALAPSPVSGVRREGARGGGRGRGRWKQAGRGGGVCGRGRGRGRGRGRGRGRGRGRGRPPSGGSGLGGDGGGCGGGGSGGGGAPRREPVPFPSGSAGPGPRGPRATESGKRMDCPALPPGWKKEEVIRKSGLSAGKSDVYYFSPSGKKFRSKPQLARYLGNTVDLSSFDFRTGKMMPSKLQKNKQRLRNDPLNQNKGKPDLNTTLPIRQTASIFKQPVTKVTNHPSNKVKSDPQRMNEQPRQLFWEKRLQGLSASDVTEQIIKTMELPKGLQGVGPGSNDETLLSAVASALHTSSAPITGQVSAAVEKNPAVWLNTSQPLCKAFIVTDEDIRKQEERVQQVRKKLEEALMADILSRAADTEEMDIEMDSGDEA
DDE Tn7 FP inh – inhibitors of Tn7 peptide binding to human fibrin DD(E) | P02675 | FP displacement of FITC-Tn7 peptide from fibrin DD(E); 0% = median of compound wells per plate | inhibition, % at 8.3 µM | 370,000 compounds, 0.13% hits | AID 720508;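 active = inhibition above the mean of compounds falling within the control limits plus 3 SD of them, cut at about 14% in these data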;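 also: 0% = plate median of compound wells and 100% = 10 µM Aha-Tn7 peptide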
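Test system – human fibrin DD(E) · Times – 10 min preincubation, 3 h with tracer, room temperature · Detection – fluorescence polarization of the labelled Tn7 tracer · Measure – percent inhibition normalized to high-control wells · Benchmarks – high control wells with 10 µM unlabelled Aha-Tn7 peptide (full inhibition) · Repeats – singlicate testing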
proKLK7 act – activators of human kallikrein-7 zymogen | P49862 | purified proKLK7, EDANS-DABCYL substrate fluorescence; 100% is mature enzyme control, 0% vehicle | activation, % at 7 µM | 370,000 compounds, 0.9% hits;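 active = activation above the mean of all tested compounds plus 3 SD, computed per campaign excluding outliers beyond control limits, cut at about 13% in these data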
Target sequence (P49862 whole entry, looked up): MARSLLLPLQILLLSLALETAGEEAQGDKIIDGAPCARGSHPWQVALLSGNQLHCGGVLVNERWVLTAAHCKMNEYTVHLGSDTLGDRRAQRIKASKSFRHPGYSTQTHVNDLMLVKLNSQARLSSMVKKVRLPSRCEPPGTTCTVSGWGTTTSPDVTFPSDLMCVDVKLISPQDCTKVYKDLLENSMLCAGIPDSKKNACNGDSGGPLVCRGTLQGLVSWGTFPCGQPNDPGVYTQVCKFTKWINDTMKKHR
DDE Tn6 FP inh – disrupts Tn6 cyclic peptide binding to fibrin D-Dimer-E complex; 370,000 compounds, 0.21% hits; inhibition, % at 8.3 µM; P02675; Fibrin DD(E) TRITC-Tn6 fluorescence polarization displacement;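 active = inhibition above a per-campaign cutoff: mean of compounds within control limits plus 3 SD, cut at about 15% in these data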;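 also: 0% = median of all compound wells on the plate and 100% = blocking peptide control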
UHRF1 binding – human UHRF1 methylated DNA binding inhibitors. UHRF1 binding to methylated oligo, TR-FRET. AID 687016. inhibition, % at 4.4 µM. 370,000 compounds, 0.75% hits. Q96T88; in the data active = inhibition above about 21%;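 also: UHRF1 SRA domain binding a hemimethylated CpG hairpin DNA probe; 0% = median of test compound wells and 100% = reference inhibitor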
TCR-CD3 inh – inhibitors of human TCR-CD3 interaction | TAMRA-labeled TCR probe fluorescence, biochemical | AID 651800 | 360,000 compounds, 0.37% hits | inhibition, % at 9.4 µM; in the data active = inhibition above about 19%;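 also: recombinant mutant TCR 2C K166C tagged with TAMRA read by polarization; 0% = receptor in buffer alone and 100% = receptor with positive control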
LEDGF integ inh – blocks HIV-1 LEDGF/p75-dependent DNA integration; TR-FRET IN-LEDGF/p75 DNA integration, Eu/Cy5; AID 743269; 370,000 compounds, 0.64% hits; inhibition, % at 3.7 µM;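 active = inhibition above the screen-wide mean plus 3 SD, cut at about 13% in these data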;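 also: signal is the Cy5 over europium emission ratio at 671 and 618 nm; 0% = plate median of compound wells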
PRMT1 inh – PRMT1 (human) inhibition, primary screen | AID 652257 | Q99873 | 370,000 compounds, 1.3% hits | inhibition, % at 2.79 µM | recombinant PRMT1, activity-based probe fluorescence polarization;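 active = inhibition above about 21% made by adding two undisclosed values, limit read from the data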
Target sequence (Q99873 whole entry, looked up): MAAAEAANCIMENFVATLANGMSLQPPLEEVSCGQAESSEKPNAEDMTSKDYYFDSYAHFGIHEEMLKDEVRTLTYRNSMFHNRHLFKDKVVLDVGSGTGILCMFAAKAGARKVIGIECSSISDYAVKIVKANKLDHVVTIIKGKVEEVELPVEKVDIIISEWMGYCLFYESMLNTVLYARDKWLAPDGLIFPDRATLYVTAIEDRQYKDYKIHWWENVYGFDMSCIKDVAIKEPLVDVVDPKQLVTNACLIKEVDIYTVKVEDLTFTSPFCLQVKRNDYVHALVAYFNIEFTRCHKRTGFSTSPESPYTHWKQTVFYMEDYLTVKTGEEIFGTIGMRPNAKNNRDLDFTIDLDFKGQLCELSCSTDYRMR
TDP2 absorb – TDP2 (human) inhibition, absorbance primary screen; O95551; recombinant TDP2, T5PNP hydrolysis, p-nitrophenol absorbance 415 nm; inhibition, % at 12.8 µM; 370,000 compounds, 0.34% hits; AID 720702;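 active = inhibition above the mean of all tested compounds plus 3 SD, set per campaign, cut at about 25% in these data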;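 also: 0% = DMSO with enzyme and 100% = buffer with substrate but no TDP2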
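Evaluation: % inhibition relative to enzyme-containing and enzyme-free wells. Material: recombinant human TDP2. Benchmarks: enzyme-free and DMSO wells. Timing: enzyme reaction with compound for 2 h at 37 °C. Compound dosing: 12.8 µM only. Measured by: p-Nitrophenol epi absorbance. Reagent: T5PNP substrate at 5 mM, a TopII-DNA adduct mimic. Replication: single well per compound.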
SIAE primary – blocks human sialic acid acetylesterase. SIAE FP-Rh probe binding, fluorescence polarization. inhibition, % at 9.66 µM. 370,000 compounds, 0.69% hits;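 active = inhibition above a cutoff: mean of compounds within the control limits plus 3 SD of those, cut at about 17% in these data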;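 also: 0% = plate median of compound wells and 100% = probe without SIAE protein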
Active calls of the source: *; · = not tested or not shown. No enrichment for hits. Share with any hit: about 4.6%.

SMILES	MBD2 DNA inh	DDE Tn7 FP inh	proKLK7 act	DDE Tn6 FP inh	UHRF1 binding	TCR-CD3 inh	LEDGF integ inh	PRMT1 inh	TDP2 absorb	SIAE primary
COc1ccc2c(c1)[C@@H]1[C@H](CO2)[C@H](c2ccccc2)[C@]2(C)C(=O)NCC(=O)N12	-3.2	-7.6	0.3	-3.7	-3.8	1.7	0.9	-1.5	-1.6	2.8
CCN(CC)C(=O)c1ccc2nc(-c3ccccc3)c(-c3ccccc3)nc2c1	3.1	-8.5	2.4	-5.8	-1.6	7.1	4.6	-3.8	-4.7	2.1
Cc1cccc(-n2ncc3c2CCCC3NC(=O)c2ccc[n+]([O-])c2)c1C (stereo not drawn)	-3.4	2.3	0.1	-8.8	-2.2	3.2	2.8	-3.9	15.5	1.9
CCn1c(COc2cccc(OC)c2)nnc1SCC(=O)Nc1ccccc1C(=O)OC	-4.0	0.1	0.1	-13.4	2.5	4.5	1.3	-1.4	2.3	0.1
Cc1cccn2c(=O)nc(SCC(=O)NCc3ccco3)nc12	-3.0	-1.1	0.0	0.6	4.2	-1.9	3.5	-0.9	6.3	-9.4
COc1ccc2oc(=N)c(C(=O)Nc3ccc(F)cc3)cc2c1	4.5	-3.7	-1.5	3.7	6.4	4.1	-3.2	-0.1	1.1	1.8
CC1CC(C)CN(C(=O)C(C)N(C)CC(=O)Nc2ccc(F)cc2)C1 (stereo not drawn)	-0.7	0.6	0.2	3.3	7.4	-2.2	-0.3	-1.5	8.1	-4.2
O=C(CCN1CCOCC1)Nc1cc(C(=O)Nc2ccc(Cl)cc2)ccc1N1CC2CC(C1)c1cccc(=O)n1C2 (stereo not drawn)	-6.0	3.5	0.6	3.1	2.9	4.7	-3.0	3.8	6.3	-1.4
COc1ccc(C(=O)Nc2ccc(Cl)cc2C(=O)NCc2ccco2)cc1OC	5.0	1.7	0.9	-3.8	2.6	0.2	-1.6	2.8	11.1	-22.4
CC1(C(=O)O)CC(C)(C(=O)O)CC(C)(C(=O)O)C1 (stereo not drawn)	-1.2	-3.3	-0.1	2.3	1.0	6.0	3.2	-0.5	-7.3	-7.5
CCO[C@@H]1OC(C(N)=O)=C[C@H](c2ccc(C(F)(F)F)cc2)[C@H]1CCCO	5.9	4.7	0.6	-3.5	1.4	-7.4	0.7	1.3	0.2	-1.2
Cc1ccc(NC(=O)C2CC(=O)N(c3ccc4c(c3)OCCO4)C2)nc1 (stereo not drawn)	3.0	4.7	-0.1	4.5	3.5	6.3	-0.7	2.5	-10.0	-7.5
N[C@H](C(=O)N1CCC[C@@H]1C(=O)N1CCC2CCN(S(=O)(=O)c3ccccc3)CC21)c1ccccc1 (stereo partly drawn)	-6.0	6.2	0.4	1.6	0.8	·	10.0	-3.1	-8.9	-0.3
CC(=O)N1CCc2cc(NC(=O)C3(C)CCN3CCc3ccccc3)ccc21 (stereo not drawn)	-2.0	10.0	-0.3	-1.4	-0.8	-3.2	0.3	1.2	-5.1	4.8
O=c1ccc2c(-c3ccccc3S(=O)(=O)O)c3ccc(O)c(O)c3oc-2c1O	97.2*	2.4	3.3	-1.2	82.5*	33.4*	84.0*	66.9*	-2.2	-40.5
Cc1noc(C)c1C(=O)N(C)Cc1ccccc1	1.2	5.4	-0.2	1.4	-2.2	-7.5	0.7	0.1	-4.6	-4.7
COc1ccc(C(=O)NCC(=O)N/N=C/c2ccco2)cc1OC	-4.2	-4.8	-0.1	-0.9	-1.6	3.2	4.8	-2.5	15.9	4.5
CCCN(CCC)CCNC(=O)CCC(=O)Nc1ccc2nc(N3CCOCC3)cc(C)c2c1	0.1	-3.1	57.4*	-6.2	5.7	4.2	-2.5	1.3	-20.7	-5.4
O=C1CC(C(=O)N2CCc3ccccc32)CN1c1ccccc1 (stereo not drawn)	-2.5	4.0	0.0	4.9	-2.2	2.9	2.5	1.1	10.3	0.1
Cc1ccc(NC(=O)COC(=O)c2ccc(S(=O)(=O)N3CCCC3)cc2)cc1	-5.8	0.7	-0.1	3.6	-1.9	-1.0	0.7	0.0	-1.3	6.5
O=C(c1ccco1)N1CCN(S(=O)(=O)c2cccc3nsnc23)CC1	4.3	3.2	-0.3	2.9	2.1	-13.0	2.1	2.9	1.6	-3.4
CC(NC(=O)C(C)N1CCN(Cc2ccccc2)CC1)c1ccccc1 (stereo not drawn)	-4.7	1.0	0.0	3.7	0.6	7.2	0.7	-2.3	24.5*	0.2
Cc1cccnc1NC(=O)CCNC(=O)c1ccc(Br)cc1	2.8	6.3	-0.6	-2.2	4.6	-7.0	-3.1	2.5	-2.0	-9.1
CCOC(=O)c1sc2nc(-c3cccnc3)ccc2c1N	-5.7	-2.6	1.4	-13.0	1.7	-1.1	2.8	-2.5	4.5	-12.8
Cc1cccc(Cn2cc(CN3CC(N4CCN(CCOC(=O)c5cc6ccccc6o5)CC4)CS3(=O)=O)nn2)c1 (stereo not drawn)	1.2	4.3	0.1	4.2	9.0	·	-0.2	1.7	-2.5	-0.7

3 neighbouring compounds already listed:
SMILES	MBD2 DNA inh	DDE Tn7 FP inh	proKLK7 act	DDE Tn6 FP inh	UHRF1 binding	TCR-CD3 inh	LEDGF integ inh	PRMT1 inh	TDP2 absorb	SIAE primary
Cc1cccnc1NC(=O)CCNC(=O)c1ccc(Br)cc1	2.8	6.3	-0.6	-2.2	4.6	-7.0	-3.1	2.5	-2.0	-9.1
CCOC(=O)c1sc2nc(-c3cccnc3)ccc2c1N	-5.7	-2.6	1.4	-13.0	1.7	-1.1	2.8	-2.5	4.5	-12.8
Cc1cccc(Cn2cc(CN3CC(N4CCN(CCOC(=O)c5cc6ccccc6o5)CC4)CS3(=O)=O)nn2)c1 (stereo not drawn)	1.2	4.3	0.1	4.2	9.0	·	-0.2	1.7	-2.5	-0.7

(continued)
SMILES	MBD2 DNA inh	DDE Tn7 FP inh	proKLK7 act	DDE Tn6 FP inh	UHRF1 binding	TCR-CD3 inh	LEDGF integ inh	PRMT1 inh	TDP2 absorb	SIAE primary
CCOc1cc(OCC)cc(C(=O)N2CCC[C@H]2C(=O)N2CCC[C@H]2C(=O)NCc2ccncc2)c1	-0.8	-2.9	-0.2	4.2	-0.3	6.9	5.8	-6.3	-12.3	-3.5
COc1cccc(C(=O)N2CCC2(C)C(=O)O)c1 (stereo not drawn)	-3.7	-5.6	0.4	-8.5	3.0	-3.0	-1.0	3.9	-1.4	0.6
Cc1ccc(S(=O)(=O)Nc2ccc(N(C)S(=O)(=O)c3ccc(C)cc3)cc2)cc1	-0.5	-0.5	-0.4	1.0	-0.3	-0.4	1.6	-1.9	15.8	-8.4
COC(=O)c1[nH]c(C)c(/C(O)=C2\C(=O)C(=O)N(CCN(C)C)C2c2cc(OC)ccc2OC)c1C (stereo not drawn)	-2.1	0.8	0.5	1.0	-2.5	-5.8	-0.7	1.5	5.7	1.9
Cc1c(Cl)cccc1NC(=S)N1CCN(c2ccccn2)CC1	-6.7	8.9	0.0	1.4	2.1	7.5	5.2	-5.4	-3.5	7.2
FC(F)Oc1cccc2cccnc12	-2.3	3.0	-0.1	-4.3	2.8	5.1	0.9	0.6	-8.3	4.0
CC(C)NC(=O)C(Sc1ccccc1)c1ccccc1 (stereo not drawn)	-4.6	8.9	-0.5	-2.1	-3.2	5.0	-2.7	-0.8	-0.6	-7.5
O=C(Nc1ccc(Oc2ccccc2)cc1)C1CCCN1S(=O)(=O)c1cccc2cccnc12 (stereo not drawn)	-6.0	-3.2	0.6	5.8	-3.6	·	-0.2	-3.6	4.5	-1.6
O=C1CCc2cc(S(=O)(=O)N3CCC(C(=O)NC4CCCCCCC4)CC3)ccc2N1	5.6	1.4	0.1	-6.6	-0.6	-10.1	-1.7	4.5	3.5	-2.6
O=C(NC1=NN(c2ccccc2)CC1)Nc1ccccc1F	-5.5	3.6	0.7	-9.3	-1.5	5.3	3.5	-6.3	-3.7	3.2
Cc1ccc(CNC(=O)CN(Cc2ccccc2)S(C)(=O)=O)cc1	3.3	5.8	0.0	4.1	1.5	-5.0	-2.1	0.9	4.9	-0.2
O=C(CCCCn1c(=O)[nH]c2ccccc2c1=O)NCc1ccc2c(c1)OCO2	-1.6	-7.3	1.1	-3.5	1.2	1.8	3.1	-2.6	-5.2	-9.3
Cc1ccc(C(=O)COc2ccccc2-c2ccccc2)cc1C	7.0	-3.3	-0.4	-8.9	10.5	-7.0	1.5	-0.4	-5.5	-0.1
Cc1cccc(-n2cnc(C(=O)N3CCN(C)CC3)c2)n1	0.7	2.9	-0.4	-4.8	3.3	-3.3	-5.9	2.0	-16.2	3.5
O=C(Nc1cccc(C(=O)N2CCN(c3ccccc3)CC2)c1)c1ccco1	-2.4	3.1	0.6	-7.0	8.0	1.7	1.3	-8.1	-8.4	3.7
Cc1noc(C)c1S(=O)(=O)N1CCN(c2ccc([N+](=O)[O-])cc2)CC1	3.6	-0.1	0.1	2.2	3.7	-4.0	-5.7	4.4	-6.5	6.3
OCCCNc1ncnc2c1[nH]c1ccccc12	-0.8	-8.0	0.3	-0.3	2.2	1.4	0.5	-3.6	-4.5	-3.9
O=C(CC1Nc2ccccc2NC1=O)Nc1ccc2c(c1)OCO2 (stereo not drawn)	-7.5	-6.2	-0.5	-13.6	-2.5	8.5	3.1	3.7	-1.3	7.6
CN(C)CCCNCCCCNC(=O)/C=N/O	-4.1	3.4	-0.5	1.0	5.0	-11.2	2.2	0.0	-1.5	-2.4
COC1=C[C@H](C(=O)NCc2ccc(Br)cc2)[C@H](C)[C@@H](c2ccccc2)CC1=O	0.8	-7.2	0.2	-4.9	1.6	·	21.9*	-1.5	-5.1	2.6
CCOC(=O)c1ccc(NS(=O)(=O)c2ccc3oc(=O)[nH]c3c2)cc1	0.1	1.9	0.5	1.9	-0.2	4.7	0.2	-1.2	3.5	4.6
CCC(=O)N1CCN(c2ccccc2NC(=O)COc2ccc(C(C)C)cc2)CC1	2.4	-9.9	0.9	-3.5	-2.0	-1.0	4.0	-1.5	-12.4	-1.6
CCN(CC)c1ncc(C#N)c(N)n1	-1.0	-1.0	0.3	-0.8	-0.3	1.8	2.3	0.1	1.9	-0.3
Clc1ccccc1Nc1nc(NCc2ccccc2)nc2ccsc12	0.0	-4.0	0.0	3.3	-1.7	-0.1	-0.2	-2.0	2.6	0.0
O=C(COC(=O)CSc1cc(Cl)ccc1Cl)Nc1ncc(C(F)(F)F)cc1Cl	1.5	0.4	-0.3	-4.7	2.0	4.2	0.7	2.1	6.5	0.4
COc1ccccc1NC(=O)Nc1cc(C(C)(C)C)nn1C	1.2	-3.1	0.7	4.2	1.6	0.1	0.4	-0.1	-10.1	-4.0
CCOc1cc(NC(=O)C2CCCCC2)c(OCC)cc1NC(=O)c1ccccn1	-2.8	0.1	0.5	-4.7	-4.8	2.1	1.4	-3.6	12.0	5.9
CC(=O)c1ccc(N2Cc3ccccc3/C2=N\C(=O)Nc2ccccc2)cc1	-1.5	-7.3	-1.1	1.9	0.6	4.8	3.5	1.3	-6.6	26.0*
CCOc1ccc(NC(=O)CCN2CCN(c3ccccc3OC)CC2)cc1	3.5	6.0	-0.7	0.2	-2.0	-1.9	3.6	-0.9	5.8	0.7

Screens from PubChem BioAssay.
